mcGAS lum: cyclic GMP-AMP synthase inhibitors, mouse, primary biochemical chemiluminescence; Q8C6L5; recombinant cGAS, Kinase-Glo ATP depletion luminescence; inhibition, % at 12.5 µM; 0.15% of 160,000 active;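 also: 0% = negative control wells and 100% = reference inhibitor with no enzyme activity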
NPYLR7 agonist: agonists of mosquito NPYLR7 receptor, primary screen, cell-based, Aedes aegypti, calcium fluorescence, mosquito biting behavior; HEK293T NPYLR7/Galpha15, GCaMP6s calcium fluorescence; AID 1259423, 2018; activation, % at 10 µM; 0.15% of 270,000 active; in the data active = activation above about 40%;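 also: 0% = vehicle and 100% = reference agonist at the receptor; some compounds past the cut are filed as inactive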
hcGAS inh: Primary biochemical luminescence assay for human cyclic GMP-AMP synthase inhibitors. Q8N884. AID 1259398, 2018. recombinant h-cGAS, ATP depletion, Kinase-Glo luminescence. inhibition, % at 12.5 µM. 0.081% of 290,000 active;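 also: 0% = vehicle reaction and 100% = reaction without DNA for no activity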
Target sequence (Q8N884 whole entry, looked up): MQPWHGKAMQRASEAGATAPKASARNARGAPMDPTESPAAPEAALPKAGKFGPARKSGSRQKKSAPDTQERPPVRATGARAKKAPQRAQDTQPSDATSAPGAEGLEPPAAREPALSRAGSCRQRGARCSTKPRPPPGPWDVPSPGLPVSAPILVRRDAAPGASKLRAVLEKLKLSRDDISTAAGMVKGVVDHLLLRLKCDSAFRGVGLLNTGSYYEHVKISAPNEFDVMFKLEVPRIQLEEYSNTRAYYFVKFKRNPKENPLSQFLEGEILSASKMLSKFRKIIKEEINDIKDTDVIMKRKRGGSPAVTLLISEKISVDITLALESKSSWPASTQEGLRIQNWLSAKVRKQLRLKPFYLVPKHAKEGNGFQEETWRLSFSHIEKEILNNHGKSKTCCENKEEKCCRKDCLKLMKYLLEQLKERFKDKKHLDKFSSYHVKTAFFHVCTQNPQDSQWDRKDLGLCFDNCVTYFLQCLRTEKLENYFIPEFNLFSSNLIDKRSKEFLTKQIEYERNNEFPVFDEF
Active calls of the source: *; x = not tested or not shown. Rule as the data show it, unless noted: active = inhibition above about 40%; inactive = the rest. Compounds as they come; overall some 0.29% were active at least once.

SMILES | mcGAS lum | NPYLR7 agonist | hcGAS inh
CS(=O)c1nncn1Cc1nc2ccccc2s1 (centres undefined) | x | 4 | -3
COC(=O)CN1CCN(Cc2ccccc2)C(C)C1=O (centres undefined) | x | 0 | -1
COc1cccc(C(=O)N(C)C(C)c2nc3ccccc3c(=O)n2-c2cccc(Cl)c2C)c1 (centres undefined) | -6 | 3 | -3
NC(=O)COc1nsnc1N1CCOCC1 | x | -4 | -2
COc1ccc(C(C)(O)c2nc(-c3ccoc3)cs2)cc1 (centres undefined) | x | 7 | -4
O=C1COCc2cc(-c3cccnc3)ccc2N1Cc1cc(F)cc(F)c1 | x | 6 | -5
Cc1ccc(-n2c(=O)c3ccccc3n(CC(=O)NCc3cccnc3)c2=O)cc1Cl | -9 | 24 | -1
CC(=O)Oc1c(-c2ccc(NC(=O)c3ccc(C(F)(F)F)cc3)cc2)c(-c2ccc3c(c2)OCO3)nn1-c1ccc(F)cc1 | -3 | 0 | 0
Cc1oc(-c2cccs2)nc1CN1CCCC(C(=O)c2ccc3c(c2)OCO3)C1 (centres undefined) | x | -2 | 2
CCCc1nc2sc3ccccc3c(=O)c2c(=O)n1Cc1ccccc1 | x | 4 | -2
COc1ccc(N2CCN(CC3=CCC4CC3C4(C)C)CC2)cc1 (centres undefined) | -3 | -2 | -1
Cn1cc(CN2C[C@@H]3CCC[C@H]2C3)c(-c2cccc(Cl)c2)n1 | x | 3 | 2
COC(=O)N(Cc1ccccc1)[C@H]1CCN(C)C[C@@H](O)C1 | -2 | 5 | -5
CC(C)Cc1nnc2sc(CCc3cn4ccccc4n3)nn12 | x | 0 | -4
c1ccc(CCCN2CCCN(Cc3cc4n(n3)CCCNC4)CC2)cc1 | x | -8 | -1
Cc1ccc(C)c(Cn2c(CN3CC(C)OC(C)C3)nc3c2c(=O)n(C)c(=O)n3C)c1 (centres undefined) | x | -11 | 2
O=C(CC1CCCCC1)OCc1ccon1 | x | -4 | -18
S=C1NC2(CCCCC2)Nc2sc3c(c21)CCCC3 | x | 9 | -6
COc1cccc(-n2cc(CN(C)Cc3cc(-c4ccccc4)no3)cn2)c1 | x | 4 | -7
CCC1CCCN(C(=O)Nc2cccc(COC)c2)C1 (centres undefined) | -9 | -2 | -4
CCCCNC(=O)c1c(N)n(/N=C\c2ccc(O)c(O)c2)c2nc3ccccc3nc12 | 2 | -7 | 2
CCn1c(C)cc(C)c(C(=O)N2C[C@@H]3C4CCC(CC4)[C@@H]3C2)c1=O | x | 2 | -6
O=C(NCc1ccc(-c2ncc(-c3ccc(N4CCOCC4)cc3)[nH]2)cc1)c1cccc(Cl)c1Cl | -5 | 0 | -1
CC(C)Cn1c(=S)[nH]c2sc3c(c2c1=O)CCC(C)C3 (centres undefined) | -10 | 8 | -10
C[C@@H](Nc1nccc(CCC(F)(F)F)n1)C(N)=O | x | -5 | -2
COCCN(CC(=O)N1CCc2sccc2C1c1ccc(C)cc1)C(=O)C(c1ccccc1)c1ccccc1 (centres undefined) | -7 | -2 | -9
CCOC(=O)N1CCN(C(=O)Cc2cc(-c3ccc4c(c3)CC(C)O4)on2)CC1 (centres undefined) | -7 | 0 | -5
COCCN(CC(=O)Nc1nc(CC(=O)NC(C)c2ccccc2)cs1)C(=O)c1ccccc1Cl (centres undefined) | -5 | 7 | -9
O=C1CCN(C(=O)c2ccc(C(=O)c3ccccc3)cc2)CC1 | x | 7 | -5
C/C(Cl)=C/Cn1c(=O)n(C/C=C(/C)Cl)c(=O)n(C/C=C(/C)Cl)c1=O | -8 | 15 | -3
CC(Oc1ccc(F)cc1)C(=O)NNC(=O)CSCc1ccccc1 (centres undefined) | -5 | 19 | -12
CCn1cc(C(=O)N2CCN(C(=O)c3ccco3)CC2)c2nn(-c3ccccc3)c(=O)c-2c1 | -8 | 4 | -5
CCOc1cc(C#N)ccc1OCc1cn2ccccc2c1C#N | x | 13 | -7
N#Cc1ccc(C(=O)NCc2cc(=O)[nH]c3ccccc23)nc1 | -14 | 1 | -6
Nc1c2c(-c3cccc(F)c3)nc(N3CCCC3)nc2nn1Cc1ccccc1 | x | 4 | -18
COc1ccc(CN(CCc2c[nH]c3ccccc23)C(=O)CN(CC(C)C)C(=O)NCc2ccccc2)cc1OC | -7 | x | -14
COc1ccc(OC)c(C2CCCN2C(=O)C=Cc2ccccc2Br)c1 (centres undefined) | -5 | 0 | -5
CC(C(=O)N(C)CCc1ccccn1)N1C(=O)c2cccc3cccc1c23 (centres undefined) | -9 | -2 | 2
CO[C@H]1CN(C(=O)NC2CCCC2)[C@H]2Cc3c(oc4ccccc34)[C@@H]1C2 | -10 | 14 | -4
CCCn1c(=O)c2c(nc3n2CCCN3c2cc(C)cc(C)c2)n(C)c1=O | -5 | 0 | 0
Cc1ccc(-c2cc3c(SCC(=O)Nc4nccs4)nccn3n2)cc1 | 0 | -5 | 0
CC(C)OC(=O)c1ccc(NC(=O)CCCC(=O)O)cc1 | x | 2 | -2
COc1ccccc1-n1c(SCc2nc(C(=O)NCCc3ccc(Cl)cc3Cl)cs2)nnc1-c1cccnc1 | -4 | 11 | -4
CCCCN=C(NC(=O)c1cccc(C(F)(F)F)c1)OCC | -3 | -5 | -3
NC(=O)CSc1nnc(N2CCN(C(=O)COc3ccccc3)CC2)s1 | -5 | 4 | -2
Cc1ccc(NC(=O)c2cnc3sc(C)cn3c2=O)cc1 | x | 13 | -2
COC(=O)CCCC(=O)N1CCCC(N2CCN(c3cccc(Cl)c3)CC2)C1 (centres undefined) | x | 0 | -9
CC(CCNC(=O)c1cc(Cn2cnc3ccccc32)[nH]n1)n1ccnc1 (centres undefined) | x | 7 | 1
Cc1nc(C(=O)NCc2nnc(C(C)C)s2)nn1-c1ccccc1C(C)C | -17 | 3 | -9
CCOC(=O)c1c(NC(=O)C2CC2)sc(C(=O)Nc2ccccc2OC)c1C | -5 | -2 | -5
CCC(C)C(O)CNC(=O)c1cccc2cc[nH]c12 (centres undefined) | x | 2 | -3
CN(C(=O)CCc1nc2cc(S(=O)(=O)N3CCOCC3)ccc2n1C)C1CCS(=O)(=O)C1 (centres undefined) | -4 | 4 | 4
COc1ccc(C(=O)N2CCCN(c3nc(Cc4cccc(OC)c4)ns3)CC2)cc1 | -6 | -3 | -6
CN1CC2(CCCN(CCS(=O)(=O)c3ccccc3)CC2)OC1=O (centres undefined) | x | -5 | -8
CC(=O)N[C@@H]1[C@@H](Nc2nc(N(C)C)ns2)[C@H]2CCO[C@H]21 | -4 | x | -3
CCOCCOC(=O)C1=C(C)NC(=O)NC1c1ccccc1Cl (centres undefined) | 1 | -5 | 0
O=C(NCc1ccccc1F)c1ccc(N2CCC(NCc3nc4ccccc4s3)CC2)cc1 | -12 | 24 | -7
c1cnc2c(-c3nccn3CCn3cccn3)cccc2c1 | -16 | 3 | 1
COCCCn1c(-c2ccccc2)nc2c(c(=O)c3ccccc3n2C)c1=O | x | 5 | -1
Cc1ccc(NC(=O)C2COc3ccccc3C2)c(Cl)c1 (centres undefined) | x | 2 | -11
Additional records follow.
SMILES | mcGAS lum | NPYLR7 agonist | hcGAS inh
CN(CCCS(=O)(=O)c1ccccc1)C1CCCCCCC1 | x | 2 | -5
C[C@]12CCC(=O)C=C1CCC1C3CC[C@](O)(C(=O)CO)[C@@]3(C)CC3OC312 (some centres undefined) | -6 | 2 | -7
CC(C)(C)C(=O)N1CCN(CC(F)(F)F)CC1 | x | 13 | 7
CCOc1cc(C(=O)N2CCNC(=O)C2C)cc(OCC)c1OCC (centres undefined) | x | -8 | -2
Cc1nc(SCC(=O)NC(C)(C#N)C(C)C)c2c(C)c(C)sc2n1 (centres undefined) | x | 2 | -2
CNC(=O)CN(C)Cc1ccc(Br)cc1 | x | 1 | -10
CC(NC(=O)C1CCCN1Cc1ccccc1)c1cccc(Cl)c1 (centres undefined) | -13 | 9 | -9
O=C(NCc1ccccc1-n1ccnc1)[C@@H]1C[C@@H]2C=C[C@H]1C2 | -9 | x | -2
CC(NC(=O)C1CC(=O)NC(=O)C1)(c1ccccc1)c1ccccc1 | x | 14 | -11
Cc1cc(Oc2cnn(C)c(=O)c2Nc2ccc(C(=O)NCCN3CCOCC3)cc2)ccc1Cl | -2 | 6 | 0
CC(=O)N(CN1C(=O)c2ccccc2C1=O)c1cccc(Cl)c1 | x | 15 | 2
CC(=O)NC(=C(Cl)Cl)S(=O)(=O)c1ccc(C)cc1 | x | 0 | -6
COc1ccc(C2c3cccn3-c3ccccc3N2C(=O)CN(C(=O)Nc2cccc(Br)c2)C2CC2)cc1 (centres undefined) | -6 | 28 | -5
Cc1ccc(C)c(NC(=O)CC(=O)NCCCN2CCCC2)c1 | x | 18 | -3
OC1CCN(C2CCN(Cc3cnc(NCC4CCCO4)nc3)CC2)CC1 (centres undefined) | -2 | x | -3

6 records drawn at random from the list so far, as already listed:
SMILES | mcGAS lum | NPYLR7 agonist | hcGAS inh
COc1ccc(C2c3cccn3-c3ccccc3N2C(=O)CN(C(=O)Nc2cccc(Br)c2)C2CC2)cc1 (centres undefined) | -6 | 28 | -5
CC(NC(=O)C1CCCN1Cc1ccccc1)c1cccc(Cl)c1 (centres undefined) | -13 | 9 | -9
CC(NC(=O)C1CC(=O)NC(=O)C1)(c1ccccc1)c1ccccc1 | x | 14 | -11
CC(C)(C)C(=O)N1CCN(CC(F)(F)F)CC1 | x | 13 | 7
C[C@]12CCC(=O)C=C1CCC1C3CC[C@](O)(C(=O)CO)[C@@]3(C)CC3OC312 (some centres undefined) | -6 | 2 | -7
Cc1ccc(C)c(NC(=O)CC(=O)NCCCN2CCCC2)c1 | x | 18 | -3

Look-ups from above:
For hcGAS inh, `CC(NC(=O)C1CC(=O)NC(=O)C1)(c1ccccc1)c1ccccc1` has the entry -11
For hcGAS inh, `CN(CCCS(=O)(=O)c1ccccc1)C1CCCCCCC1` has the entry -5
For NPYLR7 agonist, `Cc1ccc(C)c(NC(=O)CC(=O)NCCCN2CCCC2)c1` has the entry 18
For NPYLR7 agonist, `Cc1cc(Oc2cnn(C)c(=O)c2Nc2ccc(C(=O)NCCN3CCOCC3)cc2)ccc1Cl` has the entry 6
For NPYLR7 agonist, `CC(=O)NC(=C(Cl)Cl)S(=O)(=O)c1ccc(C)cc1` has the entry 0
For NPYLR7 agonist, `CC(C)(C)C(=O)N1CCN(CC(F)(F)F)CC1` has the entry 13
For NPYLR7 agonist, `Cc1nc(SCC(=O)NC(C)(C#N)C(C)C)c2c(C)c(C)sc2n1` (centres undefined) has the entry 2

Additional results:
SMILES | mcGAS lum | NPYLR7 agonist | hcGAS inh
Cc1nonc1NC(=O)CN1CCOc2ccc(Cl)cc21 | x | -3 | 0
CCCCCCCCCn1cc(C(C)=O)c(=O)n(C)c1=S | x | -4 | -2
CC(=O)OC(C)(C)C(=O)N1CCN(C(c2ccc(Cl)cc2)c2ccc(Cl)cc2)CC1 | -7 | 0 | -7
N#Cc1cccc(CN2CCN3C(C(=O)N4CCCCC4)=COC3=NC2=O)c1 | x | 1 | -8
O=C1C(Cl)=C(N2CCOCC2)C(=O)N1c1ccccc1F | x | 8 | -5
CCCCN(CC(=O)Nc1c(-c2ccccc2)c(C)nn1-c1ccc(C)cc1)C(=O)C1CCCC1 | -10 | x | -13
O=C(NCC1CCCO1)c1sc2cc(F)ccc2c1Cl (centres undefined) | -4 | 22 | -5
NC(=O)c1nn2c(c1Cl)NC(c1ccco1)CC2C(F)(F)F (centres undefined) | -4 | 5 | 0
Oc1cccc(Nc2cc3c(cn2)cc(-c2cccnc2)n3Cc2ccccc2)c1 | -8 | 4 | -4
Cc1cc(C)cc(S(=O)(=O)N2CCN(c3ncccc3C(=O)NCc3ccc4c(c3)OCO4)CC2)c1 | 1 | 10 | 3
OCN1C2=NCN(Cc3ccc(Cl)cc3)CN2c2ccccc21 | -6 | 4 | -10
CCN(CCc1ccccn1)C(=O)c1ccc(Cc2ccccc2)o1 | -3 | -8 | -10
CC1CN(C(=O)NCC2Cc3ccccc3O2)CC(c2ccccc2)O1 (centres undefined) | -5 | 2 | -8
CCc1nnc(-c2cc3ccccc3n2CC(=O)NCc2ccccc2)o1 | -8 | 0 | -6
O=C(NCCc1ccc(O)cc1)c1ccc(N2CCCC2c2ccccn2)nc1 (centres undefined) | x | 8 | -1
C=CC[N+]1([C@H]2C[C@H]3[C@@H]4CC[C@H]5C[C@H](O)[C@@H](N6CCOCC6)C[C@]5(C)[C@H]4CC[C@]3(C)[C@H]2OC(C)=O)CCCC1 | -1 | -12 | 1

3 compounds already listed, sorted by number of heavy atoms, largest number first:
SMILES | mcGAS lum | NPYLR7 agonist | hcGAS inh
Oc1cccc(Nc2cc3c(cn2)cc(-c2cccnc2)n3Cc2ccccc2)c1 | -8 | 4 | -4
CCN(CCc1ccccn1)C(=O)c1ccc(Cc2ccccc2)o1 | -3 | -8 | -10
OCN1C2=NCN(Cc3ccc(Cl)cc3)CN2c2ccccc21 | -6 | 4 | -10

Bioassay records: PubChem BioAssay, Fisher Drug Discovery Resource Center
